# Screens as filed in PubChem BioAssay.
# AGP1-GFP MLPCN – modulators of TOR pathway AGP1-GFP in S. cerevisiae. S. cerevisiae AGP1-GFP multiplex flow cytometry, 3 h; GFP as percent of DMSO wells. GFP response vs DMSO, % at 10 µM. 320,000 compounds, 0.02% hits. AID 2066;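 active means GFP response relative to DMSO above a set limit, near screen average plus 3 SD, cut at about 150% in these data; inconclusive means fewer than 70 cells counted for the yeast strain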;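 further: median GFP channel fluorescence of the gated AGP1 strain per well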
# MEP2-GFP yeast – yeast TOR pathway MEP2-GFP modulation; AID 2016; GFP response vs DMSO, % at 10 µM; 330,000 compounds, 0.51% hits; S. cerevisiae MEP2-GFP strain, flow cytometry GFP, 3 h; 100% = DMSO control level;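 active means GFP response versus DMSO above a set limit, roughly screen mean plus 3 SD, cut at about 180% in these data; inconclusive means fewer than 70 cells counted for a yeast strain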;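 further: median GFP fluorescence of the barcode-gated MEP2-GFP cells per well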
# AHR activator – activators of human aryl hydrocarbon receptor; P35869; AHR-responsive luciferase reporter cells, luminescence; activation, % at 5 µM; 320,000 compounds, 2.5% hits; AID 2796; in the data active means activation above about 47%;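 further: 0% = vehicle wells and 100% = reference agonist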
# LAP4-GFP MLPCN – modulators of TOR pathway LAP4-GFP in S. cerevisiae; S. cerevisiae LAP4-GFP multiplex, flow cytometry GFP, 3 h; median GFP as percent of DMSO wells; GFP response vs DMSO, % at 10 µM; 320,000 compounds, 0.34% hits; AID 2023;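 active means GFP response vs DMSO above a set limit, about the screen mean plus 3 SD, cut at about 150% in these data; inconclusive means under 70 cell events counted for the yeast strain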
# procasp3 activ – activators of human procaspase-3; 330,000 compounds, 0.11% hits; AID 463141; activation, % at 8.5 µM; recombinant procaspase-3 D3A, Ac-DEVD-pNA absorbance 405 nm; P42574;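 active means activation above the mean of all tested compounds plus 3 SD, cut at about 21% in these data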;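 further: 0% = DMSO alone and 100% = DMSO wells spiked with extra 5 µM PC-3 D3A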
# Target sequence (P42574 whole entry D9A/D28A/D175A): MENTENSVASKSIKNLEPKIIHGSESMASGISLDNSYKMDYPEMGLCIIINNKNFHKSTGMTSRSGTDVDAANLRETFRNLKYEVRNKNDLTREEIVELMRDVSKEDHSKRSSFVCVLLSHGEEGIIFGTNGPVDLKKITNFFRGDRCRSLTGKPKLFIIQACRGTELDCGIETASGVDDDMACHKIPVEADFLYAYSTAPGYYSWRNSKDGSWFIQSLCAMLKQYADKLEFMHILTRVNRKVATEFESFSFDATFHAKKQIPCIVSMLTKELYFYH
#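 Assay system: Autoprocessing-dead procaspase-3 D3A mutant enzyme; also added: Ac-DEVD-pNA; doses: one concentration, 8.5 µM nominal, 0.8% DMSO; times: 1 h compound preincubation, 2 h substrate hydrolysis at 25 °C; technique: 405 nm absorbance of p-nitroaniline, reads at 0 and 120 min; measure: % activation between DMSO and enzyme-spiked controls; repeats: single replicate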
# CIT2-GFP yeast – alters CIT2-GFP fluorescence in TOR pathway yeast screen. 320,000 compounds, 0.065% hits. S. cerevisiae CIT2-GFP strain, flow cytometry, 3 h; 100 means same as DMSO wells. GFP response vs DMSO, % at 10 µM;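 active means GFP response relative to DMSO above a set limit, near the screen mean plus 3 SD, cut at about 150% in these data; inconclusive means Fewer than 70 cells measured for a yeast strain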;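 further: ratio of well median GFP fluorescence to mean of DMSO wells on the plate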
# RPL19A-GFP yeast – yeast TOR pathway RPL19A-GFP modulation; AID 2025; 330,000 compounds, 0.3% hits; percent response vs DMSO, % at 10 µM; S. cerevisiae RPL19A-GFP strain, flow cytometry, 3 h; active compounds read low;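 active means percent response vs DMSO below 50%; inconclusive means fewer than 70 events counted for the yeast strain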;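 further: median channel GFP fluorescence of the barcoded RPL19A-GFP strain; ratio of sample median GFP to plate DMSO average so 100% = DMSO; lower means less RPL19A-GFP as with rapamycin TOR inhibition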
# procasp7 counter – counter-screen: procaspase-7 (human) activation; 330,000 compounds, 0.093% hits; AID 463210; recombinant procaspase-7, Ac-DEVD-pNA absorbance 405 nm; D23A/D198A/D206A triple mutant, cannot self-cleave; scale: DMSO 0, 5 µM enzyme 100; activation, % at 8.5 µM;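 active means percent activation above the screen-wide mean plus 3 SD, cut at about 25% in these data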
# Target sequence (P55210 whole entry D23A/D198A/D206A): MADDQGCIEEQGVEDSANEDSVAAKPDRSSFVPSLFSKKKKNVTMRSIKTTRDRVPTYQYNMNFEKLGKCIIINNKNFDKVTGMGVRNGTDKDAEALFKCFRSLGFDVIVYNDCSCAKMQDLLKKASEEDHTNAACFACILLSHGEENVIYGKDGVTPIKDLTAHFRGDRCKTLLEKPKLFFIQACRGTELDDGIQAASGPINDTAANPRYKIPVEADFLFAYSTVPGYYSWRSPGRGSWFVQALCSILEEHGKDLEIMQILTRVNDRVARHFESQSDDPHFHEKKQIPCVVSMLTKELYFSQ
#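 Material: Procaspase-7 triple mutant (PC-7 D3A) | Quantity: 2 µM procaspase-7 mutant as dispensed | Reagent: DEVD-pNA substrate | Times: 1 h preincubation, 2 h reaction | Technique: 405 nm absorbance of p-nitroaniline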
# Numbers without * were called inactive; ? = inconclusive; nt = no result given; [ ] = remark or other dose.
SMILES,AGP1-GFP MLPCN,MEP2-GFP yeast,AHR activator,LAP4-GFP MLPCN,procasp3 activ,CIT2-GFP yeast,RPL19A-GFP yeast,procasp7 counter
O=S(=O)(c1ccsc1)N1CC=C(c2ccccc2)CC1,105.4,103.8,-4.0,114.3,-1.6,98.5,105.5,15.8
COc1ccc(NS(=O)(=O)c2cccc(C(=O)N(C)CC(=O)Nc3ccc(C)cc3)c2)cc1,107.6,96.9,2.9,103.1,5.8,110.2,101.3,5.2
Cc1cc(NC(=O)CSc2nncc(=O)n2N)no1,101.7,93.1,2.5,95.9,2.5,92.9,91.5,3.6
COC(=O)COc1cccc(NS(=O)(=O)c2ccc(NC(C)=O)cc2)c1,100.0,95.2,0.6,99.0,4.7,100.4,93.5,9.1
CCSC1=NN2CCS(=O)(=O)N=C2S1,100.2,105.2,-0.2,97.3,5.6,112.1,98.8,12.1
COc1ccc(-c2cc(=O)oc3cc(OCC(=O)Nc4ccc(CCO)cc4)ccc23)cc1,31.6,110.9,0.0,98.1,-0.2,92.5,95.8,6.3
CCCC(C)c1nnc(NC(=O)CS(=O)(=O)Cc2ccccc2)s1 (stereo unspecified),106.2,102.5,-0.1,101.2,7.7,103.4,102.7,-0.9
COn1c(SCc2cccnc2)nc2ccccc2c1=O,93.8,97.5,41.0,93.7,4.4,98.3,93.6,2.9
OCCCCC#Cc1c(-c2ccsc2)sc2ccccc12,103.4,100.0,49.0*,143.2,-6.3,100.5,79.5,-3.5
COC(=O)c1ccc(COC(=O)c2cc3ccccc3oc2=O)cc1,96.7,93.1,-1.3,88.6,-4.5,99.5,101.2,12.7
Cc1c(O)ccc2c(CC(=O)N[C@@H](Cc3ccc(O)cc3)C(=O)O)cc(=O)oc12,98.3,105.7,nt,95.4,nt,107.7,105.3,nt
CCCCOc1ccc(/C=C/C(=O)OCC(=O)NC(=O)NCC(C)C)cc1OCC,107.5,104.3,0.9,93.3,8.7,105.8,105.5,3.9
COc1ccc(C2CC(c3ccccc3)=NN2C(=O)c2cccs2)cc1 (stereo unspecified),95.3,113.4,-3.6,114.6,-8.8,108.0,100.9,-3.3
Cc1ccc(-n2c(SCC(=O)N3c4ccccc4Sc4ccccc43)nnc2-c2ccncc2)cc1,92.0,99.9,0.8,88.7,1.4,99.2,99.7,-7.0
Cn1cnnc1SCc1ccc(C(=O)N/N=C(\CCC(=O)O)c2ccc(C(C)(C)C)cc2)cc1,103.8,105.7,1.4,103.1,-15.3,99.6,103.2,-0.6
CCC1=NN(C(=O)COc2ccccc2C)C(O)(c2ccncc2)C1 (stereo unspecified),105.1,107.5,1.8,89.4,4.9,105.8,105.9,4.7
Cc1c(F)cccc1NC(=O)CCC(=O)O,95.0,99.0,1.8,94.3,-4.0,101.2,96.8,13.2
CCN(CC(=O)NCc1cccs1)C(=O)c1cccc(S(=O)(=O)Nc2ccc(C)cc2)c1,113.2,107.2,6.8,104.2,-4.3,107.2,105.5,1.6
OC(CNCC#Cc1ccccc1)c1ccccc1 (stereo unspecified),101.1,95.1,-0.1,107.6,-4.8,89.8,95.8,5.5
COc1ccc([N+](=O)[O-])cc1NC(=O)c1ccccc1SC,101.5,105.9,8.9,103.2,7.2,102.3,101.4,11.9
CCN1CCN(CCC(=O)Nc2ccc(F)c(F)c2)CC1,93.6,94.8,-1.1,88.3,4.2,100.4,94.0,12.0
COCCNC(=O)C(c1ccc(C)cc1)N(Cc1ccco1)C(=O)CCC(=O)Nc1ccccn1 (stereo unspecified),74.5[may fluoresce violet],209.7*[may fluoresce violet],-0.9,85.8[may fluoresce violet],6.8,?,65.7[may fluoresce violet],6.8
Cc1ccc(CNn2cn[nH]c2=S)cc1,107.9,106.5,-2.2,111.2,-6.5,106.1,99.5,-5.8
COC(=O)c1ccc(N=NN2CCCCCC2)cc1,94.9,98.7,1.3,97.1,3.5,92.3,105.0,-0.4
NC(=O)NC(CC(=O)NCCc1ccc(S(N)(=O)=O)cc1)c1ccccc1Cl (stereo unspecified),98.5[may fluoresce red],?,2.4,102.4[may fluoresce red],3.8,98.7[may fluoresce red],?,3.0
CCOc1ccc(NC(=O)CN(C)C(=O)Cn2c(=O)oc3ccccc32)cc1OCC,86.7,90.6,0.4,91.0,3.7,82.5,86.5,-1.9
COC(=O)/C(=C1/Oc2ccc(C)cc2S1)C(F)(F)F,102.2,106.5,-6.0,94.6,-1.2,108.4,107.6,-2.0
COc1ccc(CN2C(=O)[C@H]3Cc4c([nH]c5ccccc45)C(C)(C)N3C2=O)cc1,84.8,95.5,3.5,143.0,5.9,89.4,98.4,0.2
COc1ccc2[nH]cc(CCNS(=O)(=O)c3ccccc3)c2c1,106.4,105.1,6.2,105.7,-3.8,96.9,103.2,-2.3
CC1Oc2ccccc2C=C1C1/C(=C(/O)c2ccccc2)C(=O)C(=O)N1CCCN(C)C (stereo unspecified),94.4,98.8,0.6,97.7,-9.0,90.0,90.7,-22.9
Cn1c(Cl)cnc1C(O)c1ccccc1 (stereo unspecified),103.8,108.6,-0.2,89.1,5.4,108.9,99.1,6.9
CCn1ccc(C(=O)Oc2ccc(Cl)cc2)n1,94.7,101.6,4.7,106.7,1.0,90.6,98.8,-9.7
CC(C)n1nnnc1SCC(=O)N1CCN(Cc2ccc3c(c2)OCCO3)CC1,100.6,108.2,-0.6,98.3,2.7,98.5,100.3,4.8
Cc1ccc(NC(=O)c2c(Cl)nc3ccccn23)cc1,100.6,95.0,28.8,113.1,1.1,98.5,102.5,-7.0
CC(C)CC(=O)Nc1nc(=S)ss1,101.1,115.6,1.3,115.8,-7.9,98.7,96.2,-8.4
CCNC(=S)NNC(=O)CCn1c2ccccc2c2ccccc21,104.4,102.6,23.6,96.4,9.4,nt,99.3,9.4
Cc1cccc(OCc2nn[nH]n2)c1C,105.5,97.1,1.7,99.8,4.3,106.4,100.3,0.7
COC(=O)CC1Sc2ccccc2NC1=O (stereo unspecified),104.6,97.7,-0.4,100.9,4.5,97.5,98.7,-7.1
COc1ccc(C(=O)CCN2CCN(c3ccc(OC)cc3)CC2)cc1,91.9,103.8,3.7,84.5,-10.8,100.7,104.8,-16.5
CCOC(=O)Cn1c(=O)c(F)cn(Cc2ccc(OC)c([N+](=O)[O-])c2)c1=O,103.0,102.0,nt,97.9,nt,107.0,103.1,nt
CCC(=NCCc1ccc(OC)c(OC)c1)C1=C(O)CC(C)(C)CC1=O,107.3,108.4,1.4,96.7,-2.3,111.2,104.6,-1.1
N#Cc1c(/N=C/c2ccc(-c3ccccc3C(=O)O)o2)sc2c1CCCC2,116.5,104.2,7.4,116.8,-8.4,113.2,102.2,-16.4
CCOc1ccc(CNC(=O)c2ccc(Sc3ccc(C)cc3)c(NC(C)=O)c2)cc1OC,96.5,104.4,7.1,103.0,-8.9,93.7,103.2,3.7
Cc1ccc2c(C(=O)N3CCN(c4ccccc4)CC3)cc(-c3cccnc3)nc2c1C,100.0,96.5,9.1,104.1,5.3,92.3,96.8,2.9
CCCNC(=O)c1nn2c(C(F)(F)F)cc(-c3ccccc3)nc2c1Cl,101.2,99.5,19.6,87.9,1.9,105.0,103.4,-1.2
CC(C)C(=O)Nc1c2c(nc3ccccc13)N(C)CC2,121.7,112.9,0.5,92.1,1.8,96.1,109.0,2.9
O=C(Nc1cccc(C(F)(F)F)c1)c1cc2c(=O)c3ccccc3oc2nc1C(F)(F)F,106.3,98.9,4.9,101.1,10.7,108.1,99.2,10.8
COc1ccc(OC)c(NC(=S)NC(=O)c2ccc(Br)o2)c1,110.2,93.6,21.2,104.5,0.4,95.5,95.8,-9.7
COc1ccccc1OCCn1c(SCC(N)=O)nc2ccccc21,100.5,101.3,9.0,100.8,-2.2,102.5,97.9,11.7
CCNS(=O)(=O)c1ccc(CCC(=O)Nc2ccc(C(=O)OC)cc2)cc1,99.8,96.1,-1.7,97.3,2.9,104.3,95.3,8.5
CCN(CC)CCCN(Cc1cc2cc(OC)ccc2[nH]c1=O)C(=O)Nc1ccccc1,110.5,112.2,1.4,117.4,-1.2,103.2,98.9,3.8
COc1cc(C(=O)Nc2ccc(S(=O)(=O)Nc3cc(C)on3)cc2)cc(OC)c1OC,104.5,110.8,-3.5,104.1,2.5,109.2,97.2,8.8
Cn1c(=S)n(/N=C/c2ccc3c(c2)OCO3)c2ccccc21,93.6,92.2,57.7*,93.5,-7.2,91.2,94.0,-14.2
Cc1cc(NS(=O)(=O)c2ccc(NC(=O)COc3ccccc3C(C)(C)C)cc2)no1,100.7,95.1,-2.4,108.1,4.5,99.8,98.1,8.5
CCO[C@@H]1OC(C(=O)N2CCN(Cc3ccc4c(c3)OCO4)CC2)=C[C@H](C)[C@H]1CCCO,79.4,93.0,3.0,128.0,10.0,68.4,98.0,0.5
Cc1nn(C)c(C)c1NC(=O)c1ccnn1C,104.0,101.0,1.8,99.8,6.9,101.2,101.7,-13.0
CS(=O)(=O)N(CC(=O)N1CCCCC1)c1ccc(Cl)c(C(F)(F)F)c1,94.8,102.3,-0.2,99.7,-4.5,92.1,94.0,-6.1
CC(C)(C)NC(=O)C12CC3CC(CC(Cl)(C3)C1)C2,104.9,101.0,-0.6,96.5,1.3,100.0,107.6,-0.4
COc1ccc(OCCC(=O)NC2=NCCS2)cc1,97.4,92.6,2.6,92.5,8.7,94.3,95.3,2.4
O=C(NCc1ccc2c(c1)OCO2)C1CCN(Cc2cnn(-c3ccccc3)c2-n2cccc2)CC1,100.1,113.2,0.6,104.5,0.0,94.9,96.5,3.5

# (continued)
SMILES,AGP1-GFP MLPCN,MEP2-GFP yeast,AHR activator,LAP4-GFP MLPCN,procasp3 activ,CIT2-GFP yeast,RPL19A-GFP yeast,procasp7 counter
CCOC(=O)/C(C#N)=C1\CC2CCC1(C)C2(C)C (stereo unspecified),100.1,98.3,-0.9,95.7,-4.0,85.3,102.7,-12.0
Nn1c(CSc2ccccn2)nc2ccccc2c1=O,?,261.3*[may fluoresce violet],6.4,57.1[may fluoresce violet],4.4,?,63.4[may fluoresce violet],14.7
COc1ccc(-c2cn3cccnc3n2)cc1NC(=O)c1cccs1,94.5,88.2,32.2,87.0,2.1,94.9,99.0,3.0
CN1/C(=C\C(=O)CSc2nncn2C)C(C)(C)c2ccccc21,95.8,97.2,1.8,89.8,-1.9,93.5,99.5,6.5
Cn1c(=O)c2c(nc(-n3ccnc3)n2Cc2ccccc2)n(C)c1=O,100.6,103.6,3.0,100.5,1.7,98.3,99.8,-1.0
COc1ccc(NS(=O)(=O)c2cc(N)ccc2N2CCCC2)cc1,101.0,110.7,1.8,106.0,-3.0,104.1,100.1,-14.9

# Hits appear at their usual frequency; any-hit rate near 3.5%.
